ABHD5 PLIN5 PPI: blocks binding of human ABHD5 to perilipin-5; Q00G26+Q8WTS1; Split G. princeps luciferase complementation, luminescence, 4 h; inhibition, % at 4 µM; 0.78% of 360,000 active; AID 602281;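 active = inhibition above the mean inhibition across every tested compound plus 3 SD, cut at about 22% in these data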;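 note: 0% = DMSO only wells and the 100% control is not disclosed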
Glyco luc inh: N-linked glycosylation inhibition; D54 ERlucT glycosylation luciferase reporter, 24 h; percent of 100 nM tunicamycin response; reporter increase, % at 12.5 µM; 0.23% of 360,000 active; AID 588692;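 active = mean luciferase reporter signal, scaled so untreated is 0 and the glycosylation-blocking control 100, at or above a set limit in every replicate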;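 note: luciferase carries N-glycosylation sites so blocking glycosylation raises the light; 0% = median of neutral control wells and 100% = median of 100 nM tunicamycin wells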
MC4R ag barr: human MC4R agonism via beta-arrestin; 0.98% of 360,000 active; P32245; U2OS MC4R beta-arrestin complementation, luminescence; percent of melanotan II response, DMSO zero; activation, % at 8.9 µM;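 active = activation above a per-plate cutoff, the mean activation of sample wells on that plate plus 3 SD, cut at about 8% in these data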
Target sequence (P32245 whole entry, looked up): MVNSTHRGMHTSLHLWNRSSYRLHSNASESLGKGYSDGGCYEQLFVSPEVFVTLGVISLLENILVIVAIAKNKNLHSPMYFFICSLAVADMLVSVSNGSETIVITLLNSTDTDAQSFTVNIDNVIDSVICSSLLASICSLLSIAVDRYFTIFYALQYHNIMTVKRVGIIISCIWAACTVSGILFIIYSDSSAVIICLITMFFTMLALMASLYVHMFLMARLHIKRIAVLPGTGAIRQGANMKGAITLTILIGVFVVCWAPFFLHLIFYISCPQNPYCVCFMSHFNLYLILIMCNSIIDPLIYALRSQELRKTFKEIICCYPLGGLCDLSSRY
TLR9-MyD88 block: blocks human TLR9 binding to MyD88 | AID 504734 | CHO BLA complementation TLR9-MyD88, CCF4 FRET ratio | 0.21% of 340,000 active | inhibition, % at 4.98 µM | Q9NR96+Q99836;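 active = inhibition above the mean over all tested compounds plus 3 SD, cut at about 21% in these data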;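 note: 0% = DMSO only wells and 100% = clavulanate BLA inhibitor control wells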
Granule exo inh: blocks lytic granule exocytosis; TALL-104 LAMP-1 surface exposure, flow cytometry; cells stimulated with thapsigargin and PMA; inhibition, % at 10 µM; 0.66% of 360,000 active;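 active = inhibition above about 55%, limit read from the data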
ABCB6 inh 2: inhibitors of human ABC transporter ABCB6; Q9NP58; 0.19% of 360,000 active; AID 602162; fluorescence ratio to DMSO, % at 10 µM; K562-ABCB6 porphyrin accumulation, flow cytometry, 1 h; hits give low values;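 active = fluorescence ratio to DMSO below 75%, the collection mean minus 3 SD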;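 note: signal is porphyrin accumulated inside mitochondria; 100% equals median channel fluorescence of DMSO control wells; lower ratio means ABCB6 inhibition with less porphyrin fluorescence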
aDG glyco act: increases alpha dystroglycan glycosylation; Pro5-aDG cells, alpha-DG glycosylation AlphaScreen (IIH6); 0% Pro5, 100% B10-LARGE cell signal; activation, % at 10 µM; 0.22% of 360,000 active; AID 624168;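 active = activation of at least 8% versus controls, or a plate z-score of at least 8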;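 note: Pro5 are CHO cells carrying HIG-tagged alpha-DG that lacks glycosylation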
MC4R antag cAMP: human MC4R antagonism in cAMP assay | P32245 | MC4R-expressing cells, MTII-stimulated cAMP, LANCE TR-FRET | inhibition, % at 6.5 µM | 0.48% of 360,000 active;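 active = inhibition above its plate's cutoff, the mean of tested wells on that plate plus 3 SD, cut at about 29% in these data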;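 note: 0% = Melanotan II alone and 100% = Melanotan II plus saturating MCL0020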
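Assay system: human MC4R-expressing U2OS cells; reagent: Melanotan II stimulation of cells; dosing: 6.5 µM single dose; timing: compound 30 min, challenge 1 h, detection 1 h; signal: TR-FRET cAMP assay; replicates: one well per compound, no replicates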
Vif inh: HIV Vif inhibition | HEK293T cells, Vif self-association by quenched fluorescence, imaging, 24 h | 0.35% of 340,000 active | inhibition, % at 7.49 µM; in the data active = inhibition above about 50%, passing the limit was not always enough; note: some results filed as inactive read as strong as hits
NOD2 RIPK2 PPI: inhibitors of human NOD2-RIPK2 interaction. O43353. CHO BLA complementation NOD2-RIPK2, CCF4 ratio. inhibition, % at 4.98 µM. 0.38% of 360,000 active. AID 624267; in the data active = inhibition above about 21%;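 note: 0% = vehicle only and 100% = reference blocker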
Target sequence (O43353 whole entry, looked up): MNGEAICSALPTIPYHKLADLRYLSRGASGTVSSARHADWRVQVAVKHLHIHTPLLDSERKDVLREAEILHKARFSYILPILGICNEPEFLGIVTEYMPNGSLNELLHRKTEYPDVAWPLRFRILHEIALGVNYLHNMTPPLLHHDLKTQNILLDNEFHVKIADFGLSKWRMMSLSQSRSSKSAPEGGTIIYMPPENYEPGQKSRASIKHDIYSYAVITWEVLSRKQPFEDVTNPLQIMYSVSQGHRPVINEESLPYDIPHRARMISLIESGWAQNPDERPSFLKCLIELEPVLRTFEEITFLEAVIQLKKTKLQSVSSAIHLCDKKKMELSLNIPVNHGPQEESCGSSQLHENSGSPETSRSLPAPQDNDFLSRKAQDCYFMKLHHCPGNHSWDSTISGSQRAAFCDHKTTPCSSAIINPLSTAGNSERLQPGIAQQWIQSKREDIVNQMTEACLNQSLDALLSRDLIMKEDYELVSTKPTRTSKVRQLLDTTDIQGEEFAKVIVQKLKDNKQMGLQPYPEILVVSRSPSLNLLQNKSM
Starred values were filed as active, the others as inactive; . = not tested or not shown; & = joins results of further samples.

SMILES | ABHD5 PLIN5 PPI | Glyco luc inh | MC4R ag barr | TLR9-MyD88 block | Granule exo inh | ABCB6 inh 2 | aDG glyco act | MC4R antag cAMP | Vif inh | NOD2 RIPK2 PPI
CCNC(=O)C1(C)CCCN(C(=O)c2ccccc2Br)C1 (stereo not given) | 1.1 | 0.2 | -0.3 | . | -1.5 | 102.0 | 0.0 | 17.2 | -1.4 | -6.3
COc1ccc(N2C(=O)CCC(C(=O)N3CCN(c4ccccn4)CC3)C2c2ccc(F)cc2)cc1 (stereo not given) | -0.5 | -0.8 | -1.8 | 0.7 | 1.1 | 101.0 | 0.0 | 3.5 | -1.8 | -0.2
CC(C)CN1C(=O)c2ccc(C(=O)Nc3ccncc3)cc2C1=O | 1.7 | 2.0 | 0.0 | 0.2 | 1.5 | 100.0 | 0.0 | 2.2 | . | -6.0
COC(=O)Nc1nnc(CC(=O)Nc2ccccc2C)s1 | 2.8 | 1.7 | -0.3 | -8.4 | -0.8 | 99.0 | 0.5 | 0.6 | . | -6.4
COCCn1c(Cc2ccccc2)nnc1SCC(=O)Nc1oc(C)c2c(C)n[nH]c(=O)c12 | 0.5 | 1.5 | 4.3 | -3.1 | 4.8 | 100.0 | 0.2 | 4.4 | 17.4 | -7.6
Cc1ccc(SCC(=O)NCc2cccnc2)cc1 | 7.1 | 1.1 | 0.1 | 4.0 | -6.3 | 107.0 | 0.0 | 2.9 | 8.2 | -16.3
CC(=O)c1cc(C#N)c(SCC(=O)OC(C)C)nc1C | -4.3 | 6.2 | -0.4 | -2.6 | 4.1 | 105.0 | 0.6 | -9.1 | -4.9 | -3.1
Cc1ccc(NCc2nnc(SCC(=O)N3CCCc4ccccc43)o2)c(C)c1 | 4.1 | -2.2 | 0.1 | 0.7 | -2.3 | 93.0 | -0.3 | -4.6 | 5.8 | -6.8
CCc1c(C(=O)OCc2ccccc2)[nH]c(C)c1C | -0.3 | -0.4 | 4.5 | -3.5 | -1.3 | 97.0 | -0.2 | 6.3 | 2.8 | -0.1
COc1cccc(CN2CCCCC2C(=O)O)c1 (stereo not given) | 1.6 | -0.3 | -3.3 | -7.0 | -1.8 | 98.0 | -0.2 | -6.3 | 6.0 | 1.6
CCCCN(CC)CCNC(=O)c1cc2c(=O)n(C)c3ccccc3c2s1 | 1.9 | 7.9 | -2.1 | -0.2 | 18.7 | 87.0 | 0.2 | 9.6 | -3.5 | 4.5
COc1ccc(C(C#N)=Cc2ccc(OC)c(OC)c2)cc1 | 0.0 | 1.1 | -0.7 | -3.5 | 16.2 | 96.0 | 0.2 | 8.4 | 1.7 | -2.9
Cc1ccc(NS(=O)(=O)c2ccc3c(c2)CCC(=O)N3)cc1 | 5.7&6.0 | 0.5&-0.4 | -0.5&-1.7 | -2.3 | -4.3&0.0 | 99.0&95.0 | -0.1&2.6 | 12.7&-1.3 | -1.4 | -5.6&-2.5
COC(=O)Cn1ncn2c(cc3oc(C)cc32)c1=O | -3.8 | -0.7 | -0.3 | -3.1 | 1.6 | 102.0 | -0.2 | 5.0 | -5.3 | -8.0
Cc1cc(N2CCN(c3ccc(C(F)(F)F)cc3[N+](=O)[O-])CC2)c2ccccc2n1 | 6.6 | -2.9 | 0.8 | 9.5 | 31.2 | 91.0 | 0.6 | 3.6 | -1.9 | 2.3
Cc1ccc2c(c1)N(C(=O)CCC(=O)Nc1ccccc1Cl)CC(C)O2 (stereo not given) | -13.9 | 0.3 | -0.3 | -2.0 | -2.9 | 89.0 | -0.2 | 6.7 | -0.7 | 10.3
Cc1noc(C)c1NC(=O)N(C)C[C@H]1Oc2ccc(NC(=O)NC(C)C)cc2C(=O)N([C@H](C)CO)C[C@@H]1C | -2.2 | -0.9 | -0.8 | 3.8 | 0.4 | 101.0 | 0.0 | 2.8 | -0.3 | 2.8
O=C1NC(=S)S/C1=C/c1ccc(Oc2cnccn2)cc1 | -5.5 | 0.2 | -0.8 | -4.5 | 0.4 | 101.0 | 0.0 | 18.1 | 5.1 | -4.8
O=C(O)CCc1ccc(-c2ccc(F)cc2)n1CCC(=O)O | 5.6 | 0.2 | 0.2 | -2.3 | 0.4 | 97.0 | -0.3 | 5.1 | 20.6 | -4.6
O=S(=O)(Nc1ccccc1Cl)c1ccc2[nH]c(=S)oc2c1 | 0.4 | 0.8 | -1.9 | -6.9 | 18.0 | 102.0 | -0.2 | 2.0 | 2.5 | 5.1
COc1ccc(S(=O)(=O)N(CC(=O)NC(C)C)Cc2ccccc2)cc1 | -4.3 | -0.2 | -1.3 | -1.4 | -0.4 | 99.0 | 0.1 | 5.3 | . | -12.2
CCOC(=O)[C@]12CCCC=C1N(Cc1ccco1)C(=O)[C@H](CC(=O)NCCc1ccccc1OC)C2 | 1.8 | . | . | . | 2.7 | 98.0 | -0.1 | . | . | -9.2
Cc1c(C)n(C)c2ccc(C(=O)NCCCN3CCN(c4ccc(F)cc4)CC3)cc12 | 8.5 | -1.9 | 0.2 | -14.6 | 53.9 | 98.0 | 0.0 | 3.8 | 0.7 | -5.1
CNc1c([N+](=O)[O-])ncn1C | 3.0 | -0.2 | -1.1 | 10.2 | -0.4 | 93.0 | -0.3 | -7.6 | 5.3 | -2.3
O=C(Nc1ccncc1)c1ccc(S(=O)(=O)Nc2ccccc2)cc1 | 1.0 | -4.3 | -1.7 | 7.6 | -7.0 | 96.0 | 3.2 | 4.7 | -12.5 | 6.9
Cc1sc2nc(-c3ccccn3)[nH]c(=O)c2c1-c1ccccc1 | 1.4 | 10.9 | -4.7 | -0.1 | 3.1 | 98.0 | 1.9 | -3.3 | -11.6 | -6.9
COc1ccc(C2NC(=O)c3sc(=S)n(-c4ccccc4)c3N2)cc1 (stereo not given) | -15.2 | 0.1 | -1.3 | -2.2 | 0.0 | 103.0 | -0.4 | 1.3 | 10.0 | 4.0
CC(C)(C)NC(=O)CSc1nc2scc(-c3ccccc3)c2c(=O)[nH]1 | -4.5 | 1.5 | 0.6 | -11.0 | -7.8 | 100.0 | -0.1 | 6.8 | 0.5 | -7.8
CC(C)C[C@@H](CN1CCC[C@H]1CN1C(=O)C(=O)NC[C@@H]1Cc1ccccc1)N1C[C@H](Cc2ccc(O)cc2)N(CCc2ccccc2)C(=O)C1=O | 10.2 | . | . | . | -6.2 | 91.0 | 0.2 | . | . | -4.0
O=C(NCCCO)/C(=C/c1ccco1)NC(=O)c1ccc(Br)o1 | -0.4 | 1.5 | -2.4 | -8.0 | -0.4 | 101.0 | -0.3 | 9.9 | -6.0 | -8.6
CCOc1ccc(NC(=O)CN(C)C(=O)Cn2c(=O)cnc3ccccc32)cc1OCC | 0.5 | 0.2 | -2.0 | -2.4 | 0.2 | 96.0 | 0.0 | -4.0 | 10.1 | 0.8
CN(C)C(=O)N1CCCC(C(=O)NCc2ccccc2)C1 (stereo not given) | -2.9 | 1.8 | -0.8 | 1.7 | -0.2 | 99.0 | -0.2 | 11.3 | -1.9 | 17.1
Cc1nn2cc(-c3ccc(-c4ccccc4)cc3)nc2s1 | 7.9 | -12.2 | -0.5 | 11.1 | -3.7 | 89.0 | 2.5 | 1.3 | -10.0 | -6.6
C=CCNc1cc(=O)n(Cc2ccccc2)c(=O)[nH]1 | 6.9 | -1.6 | 0.7 | 5.1 | 0.3 | 100.0 | -0.1 | 9.8 | 0.4 | 3.1
O=C(CN(Cc1ccccc1)S(=O)(=O)c1ccc(F)cc1)NCc1ccncc1 | 1.4 | -1.2 | -0.2 | 3.9 | -4.7 | 97.0 | 0.0 | 1.8 | 11.4 | -2.9
O=C(OCC(=O)N1CCN(C(=O)c2ccco2)CC1)C1=COCCO1 | 15.2 | 1.7 | -2.6 | 4.9 | 0.3 | 97.0 | -0.3 | 10.9 | 24.1 | -1.2
O=C(NNC(=O)C1CCN(Cc2ccc(Cl)c(Cl)c2)CC1)c1cccs1 | -1.0 | -2.0 | -2.2 | 11.8 | 0.6 | 97.0 | -0.1 | 2.5 | 11.5 | -3.5
CC1CCN(C(=O)c2ccc(-n3cnnn3)cc2)CC1 | -15.3 | 0.6 | 0.1 | 4.4 | 1.9 | 98.0 | 0.2 | -4.0 | 13.5 | 9.7
O=C(Nc1cc(=O)[nH]c2ncnn12)c1ccccc1F | -3.0 | -0.4 | -1.6 | -2.0 | -9.5 | 98.0 | 0.0 | -4.0 | -4.3 | 9.2
Cc1cc(NC(=O)COC(=O)CCNS(=O)(=O)c2c(Cl)cccc2Cl)no1 | 6.2 | 1.4 | 0.8 | -3.7 | 0.5 | 95.0 | -0.3 | 24.2 | 0.5 | 1.8
COc1ccccc1NC(=O)CSc1nnc(-c2ccc(NC(C)=O)cc2)n1C | -3.0 | 4.3 | -0.9 | -7.4 | 1.6 | 94.0 | 0.3 | 10.4 | -3.7 | -1.2
CC(=O)NCC(=O)N(C)C(C(=O)Nc1ccc2c(c1)OCCO2)c1ccccc1 (stereo not given) | 3.9 | 2.3 | -1.1 | -22.5 | 1.1 | 100.0 | 0.3 | -6.8 | 7.4 | -6.6
CCN1C(=O)[C@@H]2[C@@H](c3ccc(-c4ccc(OC)cc4)c(OC)c3)N3CCCC[C@@]3(C(=O)OC)[C@@H]2C1=O | -6.2 | -1.6 | 2.6 | 3.7 | -2.9 | 97.0 | 0.1 | 7.1 | -5.1 | 0.1
Cc1nc(-c2ccc(-n3nncc3-c3ccco3)cc2)cs1 | 4.2 | -2.2 | -2.7 | -10.3 | -2.7 | 97.0 | -0.1 | 14.1 | 0.4 | -0.6
Cc1cccc(NC(=O)CSCC(=O)Nc2cccc3ncccc23)c1 | 5.8 | 0.1 | -1.9 | 2.0 | 1.5 | 103.0 | 0.2 | 3.6 | -2.3 | -2.5
COC(=O)c1ccc(CC(=O)c2c(C)cc(O)cc2O)o1 | 1.6 | 1.0 | 0.7 | -11.3 | -1.7 | 96.0 | -0.2 | 2.6 | -2.0 | 4.9
CC(C)c1ccc(-c2nnc(SCC(=O)NC3CC3)n2C)cc1 | -4.8 | 0.0 | -2.9 | -5.6 | -5.1 | 102.0 | -0.2 | 0.5 | -5.9 | 0.4
O=C(Cn1nnc(-c2ccccc2)n1)N/N=C/c1cc([N+](=O)[O-])c(Cl)cc1Cl | 3.9 | -0.4 | 2.3 | 1.6 | 0.6 | 99.0 | 0.4 | -5.7 | 3.5 | 0.6
O=C(NN=C(c1ccccc1)c1ccccn1)c1ccccc1 | 4.3 | -8.4 | -2.2 | -1.3 | 7.9 | 98.0 | -0.6 | 4.3 | -2.4 | -8.5
C/C(=C/c1ccccc1)C(=O)N1CCN(c2ccccc2)CC1 | -8.2 | 0.9 | 1.8 | 3.6 | -8.1 | 101.0 | -0.2 | 13.6 | -0.6 | -2.6
CC(=O)NC(CCS(C)(=O)=O)C(=O)Nc1ccc(Cl)c(Cl)c1 (stereo not given) | 3.1 | 3.9 | 0.1 | 7.8 | 9.3 | 95.0 | -0.2 | 4.8 | 2.9 | -5.8

High-throughput results (PubChem BioAssay)

Not all compounds are listed. The share of hits here may be higher or lower than overall.
